NCI-60 one-dose screen, 48 h, at 10 µM unless noted. Numbers give growth in % (100 = growth as untreated, 0 = no growth, -100 = all killed).
BT-549 = BT-549 breast cancer | hit rate 4.4% among 78,000
MALME-3M = MALME-3M melanoma | hit rate 5.8% among 78,000 | AID 1794766
MDA-MB-231 = MDA-MB-231 breast cancer; hit rate 5% among 81,000
SK-MEL-2 = SK-MEL-2 melanoma | AID 1794763 | hit rate 4.7% among 77,000
LOX IMVI = LOX IMVI melanoma. AID 1794757. hit rate 7.4% among 79,000
MCF7 = MCF7 breast cancer | hit rate 6.3% among 82,000 | AID 1794796
T-47D = T-47D breast cancer; hit rate 5% among 79,000
HS 578T = HS 578T breast cancer; hit rate 4.1% among 78,000; AID 1794788
* hit, by the source's call; x = no result given; & = joins results of further samples; ! = not active in a repeat. The calls were made as follows: active = growth percent below 10; inactive = the rest. The order is random, and some 11% of all compounds hit somewhere here.

mol,T-47D,MCF7,BT-549,MDA-MB-231,MALME-3M,SK-MEL-2,HS 578T,LOX IMVI
COC(=O)[C@@H](NS(=O)(=O)N(c1ccc(F)cc1)C1CCN(C(=O)c2ccc(F)cc2)CC1)C(C)C,88,103,101,115,109,124,89,100
NC(=O)c1ncc(-c2ccc(C(F)(F)F)cc2)c(NC2CCCCCC2)n1,62,86,100,96,101,x,108,96
Nc1cc(=O)[nH]c(=O)[nH]1,101,98,x,102,106,105,x,97
O=c1c2cc(Cl)ccc2sc2c(NCCCO)nc3ccccc3c12,58,28,97,50,96,97,97,73
Cc1ccc(C)c(S(=O)(=O)N2CCN(S(=O)(=O)c3cc(C)ccc3C)CC2)c1,92,99,x,108,109,106,113,96
Cc1ccc(S(C)(=O)=O)cc1,111,97,105,106,113,105,108,95
COc1cc(-c2n[nH]nc2-c2ccncc2)cc(OC)c1OC,95,101,110,98,109,x,94,110
Cc1cc(C)c(S(=O)(=O)N(CCc2cccc(Br)c2)Cc2ccc(-c3cccc(S(C)(=O)=O)c3)cc2)c(C)c1,81,79,98,82,103,94,100,78
C[C@H]1[C@H](C)CC[C@]2(COC(=O)c3cccnc3)CC[C@]3(C)C(=CC[C@@H]4[C@@]5(C)CCCNC(C)(C)[C@@H]5CC[C@]43C)[C@H]12,61,67,76,79,60,99,79,x
CN1CCN(C(=O)[C@]23CCC(C)(C)C[C@H]2C2=CC[C@@H]4[C@@]5(C)CCC(=O)C(C)(C)[C@@H]5CC[C@@]4(C)[C@]2(C)CC3)CC1,81,74,87,79,86,105,91,74
CCCOC(=O)C1(N)CCCC1,135,97,104,106,90,108,102,93
CCc1nc(NC(C)(C)C)c2cnn(-c3ccccc3)c2n1,67,83,108,72,100,122,x,87
O=C(Nc1cccc(C(F)(F)F)c1)C(Cl)Cl,88,90,102,127,95,97,107,101
COc1ccc(-c2cc(=O)c3c(ccc4ccccc43)o2)cc1,68,82,109,88,96,115,112,82
Cc1cc(C)c(SSc2c(C)cc(C)cc2C)c(C)c1,82,91,107,90,101,96,103,64
O=C1Nc2ccccc2/C1=C/C(=O)c1cc2ccccc2oc1=O,83,53,111,98,11,100,105,91
CC1=CC(=O)C2=C(C)CC(OC(=O)c3cccc4ccccc34)[C@@H]3[C@H](OC(=O)[C@@H]3C)[C@@H]12 (stereo partly specified),73,79,67,81,89,94,83,79
COC1=CC=CC2(OC)C3(O)CCCc4cccc(c43)N3C(=O)COC132 (stereo unspecified),98,96,103,98,93,94,94,98
C/C(=C\Cl)CN(C)S(=O)(=O)c1ccc(Br)cc1,94,98,99,93,97,103,93,97
Cc1[nH]nc(N)c1C#N,93,96,96,111,95,100,99,95
COC(=O)/C=C/C(N)=O,101,96,102,96,99,99,100,102
CCOC(=O)C1(C(=O)OCC)CCCCC1=O,101,97,103,112,105,99,x,104
CCOC(=O)CC(=O)C1CC1,98,103,110,102,93,104,119,97
O=C1c2ccccc2C(=O)c2cc(NCCNc3ccc4c(c3)C(=O)c3ccccc3C4=O)ccc21,59,69,78,70,72,92,69,51
c1ccc(NCc2ccco2)nc1,109,93,120,96,107,131,97,94
O=C(Cn1cnc2c(cc(-c3ccccc3)n2-c2ccncc2)c1=O)Nc1ccc(F)cc1,88,102,100,108,96,99,104,104
CCOc1ccc2nc3cc(N)ccc3c(N)c2c1,-4.6*,17,-3.1*!,87,-15*,25&20,29,82
O=CNNC=O,99,95,106,119,96,97,x,106
COCCNC(=O)c1ccc(-c2nc3ccc4[nH]ncc4c3c3c2CCCC3)cc1,44,36,10,50,30,40,-6.2*,29
COc1ccc(-c2csc(NC(=O)CSc3nc(-c4ccccc4)c(C)n3Nc3ccccc3)n2)cc1,51,59,92,67,95,87,100,63

New compounds follow:
mol,T-47D,MCF7,BT-549,MDA-MB-231,MALME-3M,SK-MEL-2,HS 578T,LOX IMVI
CC(=O)Nc1ccc(C(=O)CCC(=O)O)cc1,x,98,87,109,92,111,102,96
CSC1=NC=C(C#N)C2=NC(c3ccc(Cl)cc3)NN12 (stereo unspecified),85,94,100,91,81,111,129,97
NC1=NC(c2ccccc2)c2c(n[nH]c2N)N1 (stereo unspecified),108,89,110,67,108,104,101,69
O=C(N/N=C/c1ccc(Cl)cc1)c1ccc2cccc(O)c2n1,91,63,97,91,101,101,97,95
CCC(N)COC(=O)c1ccccc1 (stereo unspecified),85,95,110,104,110,108,99,99
C#CC1(OC(=O)Nc2cccc(Cl)c2)CCCCC1,81,95,113,95,100,99,91,102
CCOC(=O)c1cc(C(=O)c2ccc(Cl)cc2)n2ccc(-c3ccn4c(C(=O)c5ccc(Cl)cc5)cc(C(=O)OCC)c4c3)cc12,102,90,97,83,88,101,94,88
O=S(=O)(O)c1cc(O)c2ccc(Nc3ccccc3)cc2c1,119&111&105,116&103&100,113&108&106,111&112&103,113&102&140,115&114&104,103&111&110,105&107&96
COc1ccc(Cc2nc(C#N)c(N3CCN(c4ccc(F)cc4)CC3)o2)cc1,81,80,94,98,104,88,92,96
Cc1nnc(N/N=C/c2ccc([N+](=O)[O-])o2)[nH]c1=O,-6.9*,3.9*,-22*,29,-31*,7.9*,22,11
Cc1nnc2c3nnc(-c4ccccc4)n3c3ccccc3n12,103,90,108,91,91,x,102,95
O=C1OC(=O)C2C3C=CC(C4C=CC43)C12 (stereo unspecified),97,107,108,111,105,111,102,103
CC1CCc2c(sc3nc(SCC(=O)N/N=C/c4cccc(O)c4)n(-c4ccccc4)c(=O)c23)C1 (stereo unspecified),70,75,104,65,83,97,79,52
O=C(Nc1ccncc1)c1ccc(-n2c(=O)[nH]c3ccccc3c2=O)cc1,82,92,93,98,96,92,92,84
C=CCC(C(=O)O)(c1ccccc1)c1ccccc1,90,101,103,117,102,110,121,96
CCOC(=O)c1c(C)oc2ncnc(Nc3ccc(C(=O)Nc4cccc(Cl)c4)cc3)c12,98,91,88,96,122,100,107,93
O=C1C=C(NCCN2CCOCC2)C(=O)c2c(OCc3ccccc3)cccc21,90,74,x,92,123,x,101,99
CS(=O)(=O)c1nccc(-c2c(-c3ccc(OCCN4CCOCC4)cc3)nc3sccn23)n1,99,90,107,92,93,114,95,97
CCOCCOCCN1CNc2nc(N)[nH]c(=O)c2C1,108,96,101,98,100,130,108,106
CC(NC(=O)/C=C/c1ccco1)C(=O)NC(Cc1ccccc1)C(N)=O (stereo unspecified),100,99,96,141,x,x,121,103
COc1ccc(-c2cc(-c3ccc(N(C)C)cc3)c(C#N)c(N3CCCC3)n2)cc1,67,103,74,64,122,84,103,34
N#CC1(C#N)C(c2coc3ccc(F)cc3c2=O)OC23CCCCC2C1(C#N)C(=N)O3 (stereo unspecified),98,88,92,103,94,101,86,82
CC(C)C[C@H](NC(=O)[C@H](Cc1ccccc1)n1ccc(N2CCCCC2)cc1=O)B(O)O,-20*,31,31,-26*,-24*,2.8*,22,-72*
COc1cc(Nc2nc3ccccc3cc2C(=O)N2CCN(c3ncccn3)CC2)cc(OC)c1OC,87,91,99,76,116,104,85,84
O=C1/C(=C/c2ccc(B(O)O)cc2F)Oc2ccccc21,97,57,103,87,94,104,92,97
Nc1nc(N)c([N+](=O)[O-])c(=O)[nH]1,92,89,114,115,118,84,100,105
C=C1C(=O)OCC1C(=O)O (stereo unspecified),101,98,113,107,106,104,93,98
Cc1noc(NS(=O)(=O)c2ccc(Nc3nc(CC(=O)Nc4ccccc4)cs3)cc2)c1C,81,96,104,95,x,107,101,99
CCC(=O)Oc1cc(/C=C/C(=O)O[C@H]2C[C@H]3CN4CCc5c([nH]c6cc(OC)ccc56)[C@@H]4C[C@@H]3[C@@H](C(=O)OC)[C@@H]2OC)ccc1OC,61,48,x,50,x,101,57,80
NNC(=O)C(O)(c1ccccc1)c1ccccc1,108,102,102,116,121,122,116,101

Filtered by structure: the compounds so far with an aryl thioether with sulfur outside any ring.
mol,T-47D,MCF7,BT-549,MDA-MB-231,MALME-3M,SK-MEL-2,HS 578T,LOX IMVI
COc1ccc(-c2csc(NC(=O)CSc3nc(-c4ccccc4)c(C)n3Nc3ccccc3)n2)cc1,51,59,92,67,95,87,100,63
CC1CCc2c(sc3nc(SCC(=O)N/N=C/c4cccc(O)c4)n(-c4ccccc4)c(=O)c23)C1 (stereo unspecified),70,75,104,65,83,97,79,52

Molecules listed so far containing a nitro group on carbon (two):
mol,T-47D,MCF7,BT-549,MDA-MB-231,MALME-3M,SK-MEL-2,HS 578T,LOX IMVI
Cc1nnc(N/N=C/c2ccc([N+](=O)[O-])o2)[nH]c1=O,-6.9*,3.9*,-22*,29,-31*,7.9*,22,11
Nc1nc(N)c([N+](=O)[O-])c(=O)[nH]1,92,89,114,115,118,84,100,105

Additional results follow:
mol,T-47D,MCF7,BT-549,MDA-MB-231,MALME-3M,SK-MEL-2,HS 578T,LOX IMVI
COc1cc(NCC(O)CN(CC(C)C)CC(C)C)c2ncccc2c1 (stereo unspecified),2.0*,-26*,95,86,90,100,85,84
Nc1nc(NC(=O)Nc2ccc(S(N)(=O)=O)cc2)nn1-c1ccc(S(N)(=O)=O)cc1,101,93,89,83,89,92,88,101
c1ccc(OCCOCCOc2ccccc2)cc1,95,86,102,112,127,112,131,97
O=C1NN(c2ccccc2)C(c2ccc3c(c2)OCO3)N2CCC[C@@H]12 (stereo partly specified),91,87,114,105,95,90,104,92
C#CCNC(=O)[C@]12CC[C@@H](C)[C@H](C)[C@@H]1C1=CC[C@@H]3[C@@]4(C)Cc5c([nH]c6ccccc56)C(C)(C)[C@@H]4CC[C@@]3(C)[C@]1(C)CC2,65,79,96,77,100,92,84,87
Cc1ccc2cc(CCCC(=O)O)ccc2c1,101,102,x,106,99,105,98,96
CC1CC2OC2CC1COC(=O)C1CC2OC2CC1C (stereo unspecified),104&98,107&96,97&110,92&104,95&111,102&101,101,83&107
CC1(C)[C@@H]2CC[C@@]1(C)C(=O)C2,102,121,x,110,92,117,118,112
COc1ccc(/C=C/C(=O)/C=C(/C=C/c2ccc(OC)c(OC)c2)OB(F)F)cc1OC,36,20,44,21,25,77,50,5.1*
O=C(NCc1cccnc1)c1ccc([N+](=O)[O-])o1,57,14,4.3*,107,-61*,-17*,-9.0*,-78*
COc1cc(OC)cc(-c2ccc(-c3ccc(C(=N)N)cn3)s2)c1,97,13,95,81,99,104,85,14

Profiles, quoted from the list. Order of values: T-47D | MCF7 | BT-549 | MDA-MB-231 | MALME-3M | SK-MEL-2 | HS 578T | LOX IMVI
CC1=CC(=O)C2=C(C)CC(OC(=O)c3cccc4ccccc34)[C@@H]3[C@H](OC(=O)[C@@H]3C)[C@@H]12 (stereo partly specified) across the screens: 73 | 79 | 67 | 81 | 89 | 94 | 83 | 79
CCOc1ccc2nc3cc(N)ccc3c(N)c2c1 across the screens: -4.6* | 17 | -3.1*! | 87 | -15* | 25&20 | 29 | 82
N#CC1(C#N)C(c2coc3ccc(F)cc3c2=O)OC23CCCCC2C1(C#N)C(=N)O3 (stereo unspecified) across the screens: 98 | 88 | 92 | 103 | 94 | 101 | 86 | 82
COc1ccc(-c2cc(-c3ccc(N(C)C)cc3)c(C#N)c(N3CCCC3)n2)cc1 across the screens: 67 | 103 | 74 | 64 | 122 | 84 | 103 | 34
